# USP2a inh – qHTS Assay for Inhibitors of Ubiquitin-specific Protease USP2a | Ubiquitin carboxyl-terminal hydrolase 2 (Homo sapiens), O75604 | USP2a enzymatic assay, qHTS inhibition | Potency, µM (doses to about 38.3 µM), for inactives: at the highest dose activity change, negative = inhibition, most hits filed as inhibitors | 60,000 compounds, 0.1% hits;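 further: potency means the concentration at half of the fitted maximal effect; nearly all actives have a fitted effect of over 60% in size; plate controls were DMSO for no effect and NEM full inhibition control for full effect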
#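 20 nM USP2 core + cpd, 30 min RT; add 20 nM Ub-PLA2/20 uM NBD C6-HPC; read Ex460/Em535 at 0 h and 2.5 h. Normalized to NEM; qHTS curve fit/classification.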
# Tau fil binding – qHTS Assay for Tau Filament Binding; recombinant tau filaments, thioflavin S fluorescence, 15 h; filaments grown with octadecylsulfate alongside compound; Potency, µM (top dose mostly 57.1 µM), inactives show top-dose activity change, negative = inhibition; 71,000 compounds, 2% hits; AID 596, 2007;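 further: potency means the concentration at half of the fitted maximal effect; on the % scale 0 is the no-effect control and ±100 the full control effect; actives lower thioflavin S fluorescence by blocking filaments or displacing dye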
# Target sequence (P10636 whole entry, looked up): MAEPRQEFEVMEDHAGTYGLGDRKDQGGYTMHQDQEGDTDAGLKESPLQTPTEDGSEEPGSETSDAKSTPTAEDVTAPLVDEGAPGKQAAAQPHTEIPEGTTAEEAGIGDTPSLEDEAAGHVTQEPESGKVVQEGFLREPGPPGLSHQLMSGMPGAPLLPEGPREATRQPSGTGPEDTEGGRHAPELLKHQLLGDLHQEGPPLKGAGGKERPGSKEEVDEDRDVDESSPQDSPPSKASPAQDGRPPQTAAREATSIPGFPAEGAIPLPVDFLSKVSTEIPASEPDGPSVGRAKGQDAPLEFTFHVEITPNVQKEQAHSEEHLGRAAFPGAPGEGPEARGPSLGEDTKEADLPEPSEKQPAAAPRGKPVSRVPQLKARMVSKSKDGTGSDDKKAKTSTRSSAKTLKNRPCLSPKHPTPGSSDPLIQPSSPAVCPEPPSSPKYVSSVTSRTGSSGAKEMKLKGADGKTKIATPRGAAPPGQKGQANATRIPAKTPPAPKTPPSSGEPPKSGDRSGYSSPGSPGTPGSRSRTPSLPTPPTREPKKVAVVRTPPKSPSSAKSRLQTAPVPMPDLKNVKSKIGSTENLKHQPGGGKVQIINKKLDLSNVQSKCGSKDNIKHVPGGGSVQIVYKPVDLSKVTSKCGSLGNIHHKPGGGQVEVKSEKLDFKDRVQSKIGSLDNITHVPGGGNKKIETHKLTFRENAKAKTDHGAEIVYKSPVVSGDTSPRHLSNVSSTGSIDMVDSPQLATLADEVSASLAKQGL
#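 ThS-based fibril read: tau 1 uM final, inducer ODS 30 uM final, 37 C for 15 h, ex 450/em 510 nm.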
# Caspase-7 inhib – qHTS Assay for Allosteric/Competitive Inhibitors of Caspase-7 | 75,000 compounds, 0.02% hits | AID 889, 2007 | recombinant caspase-7, Ac-DEVD-AFC fluorescence rate | Potency, µM (doses to about 57.5 µM), for inactives: at the highest dose activity change, negative = inhibition, most hits filed as inhibitors; active means well fitted inhibition curve with a large enough effect in the main read-out, with a control signal flat, not every such curve was filed as active; inconclusive means small, poorly fitted or top-dose-only effect, or a change in a side signal; further: potency means the concentration at half of the fitted maximal effect; % of control where 0% means no effect
# ERK AVP inh – qHTS Assay for Inhibitors of the ERK Signaling Pathway using a Homogeneous Screening Assay. HEK293-V1b, vasopressin-stimulated pERK AlphaScreen. Potency, µM (top dose mostly 57.5 µM), for the others: at the highest dose activity, negative = inhibition, most hits filed as inhibitors. 72,000 compounds, 0.99% hits. AID 995, 2007; further: potency means the concentration at half of the fitted maximal effect; on the % scale 0 is the no-effect control and ±100 the full control effect; nearly all actives have a fitted effect of over 55% in size
#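 Phosphorylated ERK1/2 detected via AlphaScreen bead proximity in lysates of V1b-expressing HEK293 cells given 25 nM vasopressin for 5 min after 30 min compound exposure (37 °C). AC50 from Hill equation; basal DMSO 0%, vasopressin 100%.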
# Texas Red fluor – qHTS Assay for Spectroscopic Profiling in Texas Red Spectral Region | 59,000 compounds, 0.06% hits | max dye-equivalent concentration, M | Compound fluorescence, Texas Red channel, 547/618 nm; active compounds read high | AID 587, 2007; in the data active means max dye-equivalent concentration above about 10 nM; inconclusive means between about 1.1 nM and that limit
#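 Dye-equivalent concentrations come from scaling compound signal (ex 547, em 618 nm) to six Texas Red standard concentrations run on every plate, after 15 min room-temperature incubation in pH 8.0 Tris (100 mM).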
# Caspase-1 inhib – qHTS Assay for Allosteric/Competitive Inhibitors of Caspase-1 | P29466 | Caspase-1 enzyme, Ac-WEHD-AFC fluorogenic rate | Potency, µM (series often up to 57.5 µM), for the others: at the highest dose activity change, negative = inhibition, most hits filed as inhibitors | 75,000 compounds, 0.03% hits;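 further: potency means the concentration at half of the fitted maximal effect; plate controls were vehicle for no effect and no substrate for full effect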
# HEK293 cAMP cs – qHTS Assay for Agonists of the Thyroid Stimulating Hormone Receptor: Activators of Intracellular cAMP Concentrations in Parental HEK 293; parental HEK293 CNG cAMP sensor, membrane potential fluorescence; Potency, µM (top dose mostly 57.1 µM), for inactives: top-dose activation, most hits filed as activators; 73,000 compounds, 2.5% hits; AID 938, 2007; further: potency means the concentration at half of the fitted maximal effect; % of control where 0% means no effect; nearly all actives have a fitted effect of over 55% in size
#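 Parental HEK 293 cells stably expressing a cAMP-gated CNG channel were loaded with membrane potential dye containing 100 uM RO 20-1724 for 60 min. Compound added for 30 min; depolarization read as fluorescence intensity at 590 nm.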
# Fluorescein fluor – qHTS Assay for Spectroscopic Profiling in Fluorescein Spectral Region; Compound autofluorescence, 480/540 nm, fluorescein-equivalent; active compounds read high; AID 593, 2007; 59,000 compounds, 0.91% hits; max fluorescein-equivalent concentration, M; in the data active means max fluorescein-equivalent concentration above about 10 nM; inconclusive means between about 1.1 nM and that limit
#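 Compounds were pin-transferred into 100 mM Tris buffer, pH 8.0, and incubated 15 min at room temperature. Fluorescence was read at 480 nm excitation/540 nm emission. Signals were normalized to an on-plate six-point fluorescein standard curve as dye-equivalent concentration.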
# Rhodamine fluor – qHTS Assay for Spectroscopic Profiling in Rhodamine Spectral Region. Rhodamine-region fluorescence, 547/598 nm, Tris buffer; active compounds read high. max dye-equivalent concentration, M. 59,000 compounds, 0.05% hits; in the data active means max dye-equivalent concentration above about 11 nM; inconclusive means between about 1.1 nM and that limit
#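 Intensities are converted to rhodamine-equivalent concentration using a six-point rhodamine standard on each plate. Compounds sit 15 min at room temperature in 100 mM Tris buffer, pH 8.0; read uses the 547/598 nm excitation/emission pair.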
# HADH2 inhib – qHTS Assay for Inhibitors of HADH2 (Hydroxyacyl-Coenzyme A Dehydrogenase, Type II); 73,000 compounds, 3.4% hits; 3-hydroxyacyl-CoA dehydrogenase type-2 (Homo sapiens), Q99714; Potency, µM (top dose mostly 57.1 µM), inactives show at the highest dose activity change, negative = inhibition, most hits filed as inhibitors; recombinant HADH2, NADH fluorescence, beta-hydroxybutyryl-CoA; further: potency means the concentration at half of the fitted maximal effect; on the % scale 0 is the no-effect control and ±100 the full control effect; nearly all actives have a fitted effect of over 60% in size; many of its hits are not listed in these tables
# Target sequence (Q99714 whole entry, looked up, one chain of several): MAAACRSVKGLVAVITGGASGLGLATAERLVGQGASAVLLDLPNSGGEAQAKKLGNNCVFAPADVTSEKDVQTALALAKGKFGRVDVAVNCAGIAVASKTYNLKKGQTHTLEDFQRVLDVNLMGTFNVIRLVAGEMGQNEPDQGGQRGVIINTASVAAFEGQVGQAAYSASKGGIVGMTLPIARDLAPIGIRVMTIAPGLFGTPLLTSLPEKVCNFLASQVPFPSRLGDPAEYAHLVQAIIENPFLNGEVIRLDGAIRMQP
#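 Read-out: 360 nm excitation, 450 nm emission, kinetic over 4 min. Conditions: His-tagged human HADH2 20 nM, pH 9.0 Tris with Tween-20, 1 mM NAD+, 90 uM beta-hydroxybutyryl-CoA.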
# FLuc inh – qHTS Assay for Inhibitors of Firefly Luciferase; Luciferin 4-monooxygenase (Photinus pyralis), P08659; purified firefly luciferase, luminescence, 8 min; Potency, µM (highest dose often 57.1 µM), without a hit: at the top dose activity change, negative = inhibition, actives largely listed as inhibitors; 72,000 compounds, 2.2% hits; AID 411, 2009; further: potency means the concentration at half of the fitted maximal effect; on the % scale 0 is the no-effect control and ±100 the full control effect; nearly all actives have a fitted effect of over 40% in size
#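 Here, luciferase activity is measured as luminescence following an 8 min room-temperature reaction at 10 uM ATP, pH 7.2. Every library sample is titrated.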
# * hit, by the source's call; i = inactive; u = inconclusive; x = not tested or not shown; [ ] = another dose, or the depositor's remark. Unless noted, the call rests on the fitted dose curve; in most records, active means well fitted curve in the direction sought with a large enough effect; inconclusive means small, poorly fitted or top-dose-only effect, or another doubt; inactive means no such curve, though single readings can be large; an effect the other way counts as inactive or inconclusive.
SMILES,USP2a inh,Tau fil binding,Caspase-7 inhib,ERK AVP inh,Texas Red fluor,Caspase-1 inhib,HEK293 cAMP cs,Fluorescein fluor,Rhodamine fluor,HADH2 inhib,FLuc inh
CCOC(=O)c1ccc(NC(=O)NS(=O)(=O)c2ccc(C)cc2)cc1,1%,0%,-2%,-10%,x,-1%,5%,x,x,2%,0%
Cc1nc2cc(NC(=O)NCc3ccc4c(c3)OCO4)ccc2o1,5%,0%,0%,-26%,u,0%,8%,i,i,5%,-7%
CC(=O)O[C@H]1CC[C@@]2(C)[C@@H](CC[C@@]3(C)[C@H]2C(=O)C=C2[C@H]4C[C@](C)(C(=O)OCCN5CCCCC5)CC[C@]4(C)CC[C@@]23C)C1(C)C,x,4%,x,x,i,x,-3%,i,i,10%,2%[11.4 µM]
CCOCCCNC(=O)CN(Cc1ccc(Cl)cc1)S(C)(=O)=O,-2%,8%,0%,10%,i,1%,7%,i,i,8%,1%
CCOC(=O)Cn1cc(C(=O)C2CC2)c2ccccc21,-4%,-4%,1%,-6%,i,-2%,16%,i,i,0%,0%
CNc1nc2c(c(=O)[nH]c(=O)n2C)n1CCOC,-2%,6%,-1%,-4%,i,-1%,9%,i,i,1%,5%
CC(C)c1nc2sc3c(SCC(=O)NCc4ccco4)ncnc3c2c2c1CCC2,1%,-3%,0%,u,u,0%,1%,i,i,25%,-1%
Nc1c(C(=O)NCc2cccnc2)sc(=S)n1-c1ccccc1,-3%,6%,-2%,-11%,x,2%,u,x,x,16µM*,1%
Oc1cc(Cc2ccccc2)cnc1CN1CCOCC1,x,5%,-1%,-14%,x,1%,8%,x,x,7%,-11%
O=C(Nc1ccc(OC(F)(F)F)cc1)C1CCCN(S(=O)(=O)c2cccnc2)C1 (configuration not stated),21%,13%,3%,0%,i,0%,13%,i,i,12%,-3%
Oc1ccc(-c2onc(C(F)(F)F)c2-c2cscn2)c(O)c1,-5%,7%,0%,u,i,0%,2%,i,i,1%,-2%
CC(=O)N[C@H](Cc1c[nH]c2ccccc12)C(=O)O,x,3%[11.4 µM],3%[11.5 µM],6%[11.5 µM],i,1%[11.5 µM],5%[11.4 µM],u,i,-6%[11.4 µM],2%[11.4 µM]
CCc1ccc(NS(=O)(=O)c2cccs2)cc1,-1%,-16%,-1%,9%,i,0%,4%,i,i,1%,1%
Cc1cc(=O)[nH]c(SCC(=O)C23CC4CC(CC(C4)C2)C3)c1C#N,3%,0%,0%,-13%,i,-4%,21%,i,i,u,-3%
CCOC(=O)c1c(C)[nH]c(C(=O)CSc2ccccc2)c1C,-8%,19%,5%,1%,u,-1%,25%,u,i,3%,4µM*
Cn1cnnc1SCC(=O)Nc1sc2c(c1C#N)CCCCC2,27%,-13%,-2%,8%,i,0%,0%,i,i,u,-6%
CC(C)C(=O)N1CCN(CCN=CC2=C(O)CC(c3ccco3)CC2=O)CC1 (configuration not stated),-11%,4%,-3%,-7%,u,-1%,7%,u,i,-23%,3%
O=C(O)c1cccc(N2CCCC2=O)c1,1%,-5%,1%,18%,i,0%,-1%,i,i,2%,3%
CC1CN(C(=O)CN2C(=O)c3ccccc3C2=O)CC(C)O1 (configuration not stated),-3%,8%,0%,-1%,i,-1%,5%,i,i,-4%,3%
COc1ccc(N2C(=O)CC(Sc3nccc(C)n3)C2=O)cc1 (configuration not stated),-7%,0%,-1%,10%,x,2%,-9%,x,x,-1%,-1%
Cc1ccc(S(=O)(=O)N[C@H]2COC(=O)C/C=C\[C@@H](C)[C@H](NS(=O)(=O)c3ccc(C)cc3)COC(=O)[C@H](C)NC(=O)C/C=C\[C@H]2C)cc1,x,x,-1%[11.5 µM],-14%[11.5 µM],x,-2%[11.5 µM],u,x,x,8%[11.4 µM],2%[11.4 µM]
COc1cccc(CNc2nc3nc(C)c(Cl)c(C)n3n2)c1,9%,13%,-1%,-12%,i,-2%,18%,i,i,u,-2%
O=C(CC(c1ccccc1)c1cc(Br)ccc1O)NCc1ccco1 (configuration not stated),11%,2%,-1%,-15%,i,-1%,-7%,u,i,3%,0%
CN1CCN(C(=O)c2cccc(S(=O)(=O)N3CCCCC3)c2)CC1,0%,-3%,-1%,-5%,i,6%,5%,u,i,9%,0%
CCOC(=O)C1CCCN(Cc2cccc(Cl)c2)C1 (configuration not stated),-1%,1%,0%,6%,u,-2%,14%,u,i,1%,3%
CS(=O)(=O)N(CC(=O)N1CCN(c2ccccc2F)CC1)c1cccc(C(F)(F)F)c1,7%,3%,-1%,1%,x,0%,24%,x,x,-2%,2%
CCOc1cc(S(=O)(=O)NCc2ccco2)c(OCC)cc1-n1cnnn1,x,-7%,2%,2%,i,0%,-7%,i,i,u,2%
O=C(CN1CCN(c2nc(-c3ccccc3)cs2)CC1)Nc1ccc2c(c1)OCO2,19%,-6%,-2%,9%,i,-1%,u,i,i,-4%,0%
COc1ccccc1C(=O)NCc1ccc2c(c1)OCO2,x,4%,-1%,-5%,x,0%,2%,x,x,-11%,1%
O=C(C1CCCN1S(=O)(=O)c1cccc2cccnc12)N1CCc2ccccc21 (configuration not stated),x,-8%,-3%,4%,x,1%,-1%,x,x,-5%,1%

# A second format for some results above:
> COc1ccccc1C(=O)NCc1ccc2c(c1)OCO2
  USP2a inh = x
  Tau fil binding = 4%
  Caspase-7 inhib = -1%
  ERK AVP inh = -5%
  Texas Red fluor = x
  Caspase-1 inhib = 0%
  HEK293 cAMP cs = 2%
  Fluorescein fluor = x
  Rhodamine fluor = x
  HADH2 inhib = -11%
  FLuc inh = 1%

> O=C(C1CCCN1S(=O)(=O)c1cccc2cccnc12)N1CCc2ccccc21 (configuration not stated)
  USP2a inh = x
  Tau fil binding = -8%
  Caspase-7 inhib = -3%
  ERK AVP inh = 4%
  Texas Red fluor = x
  Caspase-1 inhib = 1%
  HEK293 cAMP cs = -1%
  Fluorescein fluor = x
  Rhodamine fluor = x
  HADH2 inhib = -5%
  FLuc inh = 1%

# The list goes on.
SMILES,USP2a inh,Tau fil binding,Caspase-7 inhib,ERK AVP inh,Texas Red fluor,Caspase-1 inhib,HEK293 cAMP cs,Fluorescein fluor,Rhodamine fluor,HADH2 inhib,FLuc inh
O=C1CCCC(O)=C1C(C#Cc1ccccc1)C1=C(O)CCCC1=O,5%,-10%,0%,-18%,i,-1%,-9%,i,i,13µM*,-14%
Cn1cccc1C(=O)N1CCC[C@@]2(CCN(C(=O)Nc3cccc(C#N)c3)C2)C1,39%[activator],-4%,-1%,8%,i,-2%,17%,i,i,0%,-1%[11.4 µM]
O=C(CCCc1ccccc1)N1CCc2ccccc21,1%[7.66 µM],-17%[11.4 µM],-3%,34%[activator],x,-3%,29%[11.4 µM],x,x,2%[11.4 µM],13µM*
CCCc1nc(SCC(=O)NCc2ccco2)c2c(=O)n(C)c(=O)n(C)c2n1,x,13%,-1%,x,x,-5%,-2%,x,x,9%,1%
COc1ccc(CCNc2c(N)n(Cc3ccccc3)c(=O)[nH]c2=O)cc1OC,33%[activator],48%,-18%,-22%,i,-12%,5%,u,i,-2%,6%

# Compounds above that contain a furan ring, fused or not:
SMILES,USP2a inh,Tau fil binding,Caspase-7 inhib,ERK AVP inh,Texas Red fluor,Caspase-1 inhib,HEK293 cAMP cs,Fluorescein fluor,Rhodamine fluor,HADH2 inhib,FLuc inh
CC(C)c1nc2sc3c(SCC(=O)NCc4ccco4)ncnc3c2c2c1CCC2,1%,-3%,0%,u,u,0%,1%,i,i,25%,-1%
CC(C)C(=O)N1CCN(CCN=CC2=C(O)CC(c3ccco3)CC2=O)CC1 (configuration not stated),-11%,4%,-3%,-7%,u,-1%,7%,u,i,-23%,3%
O=C(CC(c1ccccc1)c1cc(Br)ccc1O)NCc1ccco1 (configuration not stated),11%,2%,-1%,-15%,i,-1%,-7%,u,i,3%,0%
CCOc1cc(S(=O)(=O)NCc2ccco2)c(OCC)cc1-n1cnnn1,x,-7%,2%,2%,i,0%,-7%,i,i,u,2%
CCCc1nc(SCC(=O)NCc2ccco2)c2c(=O)n(C)c(=O)n(C)c2n1,x,13%,-1%,x,x,-5%,-2%,x,x,9%,1%

# The list is partial (hit frequency here may not be typical).
